# Screening results from PubChem.
# H9c2 protect: modulators protecting cardiomyocytes from myocardial damage | 0.63% of 360,000 active | H9c2 cardiomyocytes, H2O2 injury protection, ATPLite, 2 h | protection from H2O2 cell death, % at 20 µM;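 active = compounds giving at least 50% protection of heart cells from peroxide-induced death in the single-dose screen, raw or plate-pattern-corrected value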;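 note: 0% = DMSO wells with peroxide and 100% = DMSO wells without peroxide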
# iPSC survival up: hiPSC single-cell survival enhancement; AID 602274; 0.044% of 360,000 active; survival enhancement, % at 20 µM; ATPlite luminescence; 100% = ROCK inhibitor wells, 0% = DMSO; in the data active = survival enhancement above about 18%;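 note: cells exposed to compounds for 16 hours before the ATP read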
# Peg3 promoter: inhibitors of Peg3 promoter; HeLa PEG-Prom luciferase reporter, luminescence, overnight; inhibition, % at 20 µM; 1.7% of 360,000 active;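 active = inhibition of at least 50% at 20 µM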
# HTR2A ag: activates the mouse 5-HT2A serotonin receptor | AID 624169 | CHO-K1 mHTR2A beta-arrestin complementation, luminescence; percent of 30 µM serotonin response | P35363 | 0.66% of 360,000 active | activation, % at 7.6 µM;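 active = activation above a run cutoff, the mean activation of all tested compounds plus 3 SD, cut at about 14% in these data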;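 note: 0% = plate median of compound wells and 100% = 30 µM serotonin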
# Target sequence (P35363 whole entry, looked up): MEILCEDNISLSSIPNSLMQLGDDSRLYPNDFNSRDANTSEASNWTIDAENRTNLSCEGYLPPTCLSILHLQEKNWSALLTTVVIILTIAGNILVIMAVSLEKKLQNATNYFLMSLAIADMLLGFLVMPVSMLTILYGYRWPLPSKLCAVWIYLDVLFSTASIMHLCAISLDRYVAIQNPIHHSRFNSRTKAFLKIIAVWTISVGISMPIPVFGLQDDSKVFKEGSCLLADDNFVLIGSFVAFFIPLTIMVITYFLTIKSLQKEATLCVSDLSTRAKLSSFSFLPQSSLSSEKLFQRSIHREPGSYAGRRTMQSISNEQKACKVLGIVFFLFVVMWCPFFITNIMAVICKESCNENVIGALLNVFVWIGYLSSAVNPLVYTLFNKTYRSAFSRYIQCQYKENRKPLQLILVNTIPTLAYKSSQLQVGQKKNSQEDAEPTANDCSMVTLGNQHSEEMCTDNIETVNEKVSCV
# NR2E3 ag-1: human photoreceptor-specific nuclear receptor agonism; CHO-S Gal4-NCOR/VP16-NR2E3 two-hybrid, luciferase; AID 602229; inhibition of corepressor binding, % at 3.98 µM; Q9Y5X4; 0.35% of 360,000 active;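 active = inhibition above the mean of all tested compounds plus 3 SD, cut at about 70% in these data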;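 note: 0% = DMSO with NR2E3 transfected cells and 100% = cells lacking NR2E3 construct; higher means lower luciferase signal from less NR2E3 corepressor binding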
# Target sequence (Q9Y5X4 whole entry, looked up, the tested form may be a part): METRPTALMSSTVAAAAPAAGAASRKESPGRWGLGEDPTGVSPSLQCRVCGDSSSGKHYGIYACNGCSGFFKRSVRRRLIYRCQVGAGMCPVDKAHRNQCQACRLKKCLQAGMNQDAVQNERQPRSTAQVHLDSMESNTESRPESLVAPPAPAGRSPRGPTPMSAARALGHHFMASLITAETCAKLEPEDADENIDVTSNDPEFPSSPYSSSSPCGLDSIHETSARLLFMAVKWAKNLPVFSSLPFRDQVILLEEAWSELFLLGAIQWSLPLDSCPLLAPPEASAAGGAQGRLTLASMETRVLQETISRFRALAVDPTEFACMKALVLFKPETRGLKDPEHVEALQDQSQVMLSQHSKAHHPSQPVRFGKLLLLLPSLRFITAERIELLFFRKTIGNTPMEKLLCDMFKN
# NR2E3 ag-2: NR2E3 (human) agonism. inhibition of corepressor binding, % at 4.78 µM. Q9Y5X4. 0.12% of 320,000 active. GST-NR2E3/biotin-RetCOR TR-FRET, 1536-well. AID 2300;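 active = percent inhibition above the cutoff of mean plus 3 SD of all tested compounds, set per screening campaign, cut at about 20% in these data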;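 note: 0% = DMSO wells and 100% = biotin wells as full block of FRET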
#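 System: GST-NR2E3 and biotin-RetCOR proteins; probe or stimulus: 7 nM biotin-RetCOR; doses: compound at 4.8 µM, single dose; schedule: Compound–protein incubation for 5 h at 4 °C; detection: time-resolved FRET; read-out: percent inhibition; controls: biotin wells as high control, 0.6% DMSO wells as low control; format: 1536-well plates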
# HIF-2a block: HIF-2a inhibition; 0.72% of 360,000 active; AID 624352; 786-0 RCC cells HIF-2a reporter, luciferase luminescence, overnight; inhibition, % at 18.8 µM;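 active = inhibition of the luminescence signal of 40% or more relative to plate controls, in a single-dose primary screen at 18.75 µM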
# PDI turbidity: blocks human protein disulfide isomerase activity; inhibition, % at 10 µM; 0.052% of 350,000 active; P07237; AID 588391; PDI insulin aggregation turbidity, A650, 90 min;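 active = mean inhibition across replicates of 30% or more, whatever share of single replicates reach that level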;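 note: absorbance from insulin aggregation driven by PDI reduction with DTT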
# CaV13 ICDI inh: Primary screen for inhibitors of IQ motif and Ca2+-dependent inactivation inhibitor domain binding in CACNA1D, Förster resonance energy transfer in living cells, … | HEK cells, CFP/YFP FRET ICDI-IQ, plate reader, 10 min; percent FRET-ratio fall versus neutral wells | inhibition, % at 12.3 µM | 0.098% of 340,000 active | AID 743397;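 active = mean replicate inhibition of at least 30% and at least 1% of replicates passing that level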;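 note: 0% = median of the neutral control wells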
# Shn3 3UTR inh: reduces Shn3 3'UTR luciferase signal in osteoblasts; inhibition, % at 12.5 µM; Clone20 osteoblast Shn3 3'UTR firefly luciferase, 24 h; 0.52% of 360,000 active;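 active = mean inhibition of at least 75% with every replicate also reaching 75%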;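 note: 0% = median of neutral control wells and 100% = pilot-screen positive control compound; some compounds past the cut are filed as inactive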
# TRPM1 prom inh: inhibitors of MITF-driven TRPM1 promoter in melanoma cells. SK-MEL-5 TRPM1 promoter luciferase, 24 h. inhibition, % at 12.5 µM. 0.83% of 330,000 active. AID 488899;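 active = mean inhibition across replicates of 60% or more, whatever share of single replicates reaches that level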; note: values of inactives mirror those of a sister screen read the other way
# * hit, by the source's call; · = not tested or not shown.
SMILES,H9c2 protect,iPSC survival up,Peg3 promoter,HTR2A ag,NR2E3 ag-1,NR2E3 ag-2,HIF-2a block,PDI turbidity,CaV13 ICDI inh,Shn3 3UTR inh,TRPM1 prom inh
C=C(C)Cn1c(N)cc(=O)nc1SCC(=O)Nc1cccc(C(F)(F)F)c1,2,0.6,14,-1,-11,1,6,-1,-5,-3,-4
CN1CCN(C(=O)C2=C[C@H](c3ccc4c(c3)OCO4)C[C@H](OCc3ccc(CO)cc3)O2)CC1,6,1.1,13,-5,2,3,-1,-37,-11,-14,-2
O=C(Nc1ccc2c(c1)C(=O)OC2)c1ccc(C(F)(F)F)cc1,-9,-0.5,-50,-1,-1,4,-18,-4,-7,-8,-16
CC(C)(C)C(=O)OCc1nc(-c2ccc(Cl)cc2)cs1,-12,0.2,-269,2,8,-1,-171,2,-5,-86,-72
CC(C)NS(=O)(=O)c1ccc(NC(=O)C2CC3C=CC2C3)cc1 (stereo not drawn),-9,2.1,-21,5,-15,1,-30,1,-5,20,-10
COc1ccc(CSCCc2n[nH]c(=S)n2-c2ccccc2)cc1C,-6,0.0,13,1,23,-2,0,3,-14,21,-1
O=C1N/C(=N/Nc2ccccc2)S/C1=C\c1ccccc1,-7,4.9,-68,-5,-24,3,-74,3,-6,-6,7
COc1ccc(N2CCN(C(=O)CN(c3ccc(Br)cc3)S(C)(=O)=O)CC2)cc1,-1,0.4,7,5,16,3,5,2,·,23,11
O=C(CCn1c(=O)oc2ccccc21)NC1=NCCS1,4,0.5,1,2,-4,4,6,-7,·,14,-11
COc1ccc(-c2cc(C(=O)N3CCN(C(=O)c4ccco4)CC3)[nH]n2)cc1,2,-0.2,-22,-5,4,-2,-4,0,-7,11,0
Cc1ccc(Cl)cc1NC(=O)CN1CCN(S(=O)(=O)N2CCOCC2)CC1,14,-0.5,12,-4,-6,5,3,-7,-6,-3,-2
COc1ccc(NC(C)c2cc(Cl)ccc2O)cc1 (stereo not drawn),-21,2.3,6,4,13,1,16,-4,·,7,10
CC(C)C(=O)NC(=S)Nc1ccccc1C(=O)NC1CCCCC1,6,-1.0,12,2,-8,4,10,4,-16,-2,-8
S=c1[nH]nc(CCc2nc3ccccc3[nH]2)n1-c1ccccc1,-9,-3.0,4,6,1,-3,17,13,-5,10,13
Cc1ccc(CSCC(=O)NN=C2CCN(C)CC2)cc1,4,4.0,-3,-6,1,-4,8,-1,-5,-12,-13
O=C(CCc1ccccc1)NCCc1nc2ccccc2[nH]1,-4,0.3,3,-1,-12,0,4,1,-4,4,7
CCOC(=O)COn1c(SCC(=O)OCC)nc2ccccc2c1=O,10,0.0,12,3,0,-2,26,3,-5,7,15
CC(=O)Nc1ccc(-c2ccnc3c2CC(C)(C(=O)Nc2ccc(C(C)C)cc2)O3)cc1 (stereo not drawn),-1,-4.4,-4,-2,-10,·,7,5,-6,15,·
CC(C)C[C@H](NC(=O)c1nc[nH]c1C(=O)NCc1ccccc1)C(=O)OC(C)(C)C,2,0.9,20,3,-6,1,25,-4,-10,1,0
O=C(CSc1nc(=O)n(CCN2CCOCC2)c2c1CCC2)Nc1ccc(OC(F)(F)F)cc1,-1,1.4,13,1,-29,4,14,-6,-4,2,14
O=C(Nc1ccccc1C(F)(F)F)c1c(F)cccc1Cl,2,0.5,-7,2,25,-2,0,12,-12,-4,-4
N#CC(C#N)=Cc1cccn1-c1ccc(S(N)(=O)=O)cc1,5,1.3,-3,9,20,-6,9,-5,-4,5,17
COc1ccc(CCNC(=O)Cn2nnc(-c3ccc(N4CCOCC4)cc3)n2)cc1OC,-6,-4.5,-81,4,-37,2,-127,-10,-9,7,-40
COc1ccc(Cl)cc1NC(=O)CN(C)C(=O)c1cc2ccccc2cc1O,-4,-0.2,27,-15,28,2,2,1,-5,-14,13
CN(C(=O)CN1C(=O)c2ccccc2S1(=O)=O)C1CCCCC1,-4,-2.2,-34,-4,-8,·,-67,2,-7,12,-1
COc1ccc(C(=O)NNC(=O)CSc2nnc(C)n2CC2CCCO2)cc1 (stereo not drawn),6,-0.5,6,2,-20,-1,12,-3,-4,15,10
COc1ccc(CCNc2ccc(C(CC(N)=O)NC(=O)Cc3cccc4ccccc34)cc2[N+](=O)[O-])cc1 (stereo not drawn),-4,4.0,43,-4,-25,6,6,1,-6,60,10
O=C(Nc1cccc(F)c1)c1ccc2ncsc2c1,-1,-0.6,-269,6,-162,-2,-174,8,·,-30,-6
COc1ccc(NC(=O)/C=C/c2cccc(F)c2)cn1,-4,-1.7,-288,5,-21,0,-264,-1,-5,-76,-32
O=C(Cc1ccc(Cl)c(Cl)c1)Nc1cccc2ncccc12,0,-0.6,2,-4,4,-1,15,2,-4,27,6
COCCN(C(=O)CCl)C(C(=O)NC1CCCCC1)c1ccccc1C (stereo not drawn),-12,-3.8,60*,4,-9,-1,66*,-2,-15,14,78*
CCCCn1c(=S)[nH]c2cc(S(=O)(=O)N3CCCCC3)ccc21,-7,-2.6,28,-2,8,1,19,-4,-2,1,-2
CNC(=S)N(C)[C@H]1c2c(ccc3ccccc23)OC[C@H]1CO,3,-0.7,6,-1,-2,5,23,7,-5,4,3
CCn1cc([N+](=O)[O-])c(C(=O)N2N=C(c3ccccc3)CC2c2ccc([N+](=O)[O-])cc2)n1 (stereo not drawn),9,6.1,-24,-3,-39,0,-91,1,-4,0,1
O=C(COc1ccc(Cl)cc1)OCC(=O)N1CCOCC1,-8,-1.8,-4,5,-10,·,15,3,-2,-46,2
Cc1cc(=O)n2cn[nH]c2n1,4,-0.7,-1,-2,-2,·,1,11,-8,2,13
S=c1[nH]c2ccccc2n1Cc1ccccc1,-9,-0.1,6,4,3,4,14,-2,-4,-1,7
COc1ccc(CN2CCN(C(=O)C3CCC(CNS(=O)(=O)c4ccc(C)cc4)CC3)CC2)c(OC)c1OC (stereo not drawn),-9,-1.2,4,6,18,2,15,0,-4,43,6
CCOc1ccc(NC(=O)CSc2ccc3nnc(-c4cccnc4)n3n2)cc1,11,0.7,6,6,2,-1,13,-2,-9,6,5
COc1ccc(CCc2nnc(CCC(=O)N(C)Cc3ccnc4ccccc34)o2)cc1,-22,-1.7,-51,6,-13,1,-76,-2,-5,71,-2
COc1ccc(N(CC(=O)Nc2cccc(C(C)=O)c2)S(=O)(=O)c2ccc(NC(C)=O)cc2)cc1,73*,0.0,34,-3,-15,·,10,-1,2,1,0
Cc1nc2sc(C(c3ccco3)N3CCC(Cc4ccccc4)CC3)c(O)n2n1 (stereo not drawn),-3,0.9,9,-2,-8,7,3,·,-6,-19,·
Cc1cc(C(=O)COC(=O)C2=NNC(=O)CC2)c(C)n1-c1ccccc1,-3,0.4,-18,1,24,-2,10,6,-7,5,31
CCOc1ccccc1-n1c(SCC(=O)Nc2nccs2)nnc1-c1ccoc1C,10,-0.6,26,-4,2,1,13,-5,-5,-4,6
CCC1(c2ccccc2)NC(=O)N(CC(=O)Nc2ccc(N3CCOCC3)cc2)C1=O (stereo not drawn),-2,-0.3,6,1,-22,·,12,-5,-2,9,10
C/C=C(\C)CN1CCN(c2ccccc2F)CC1,2,-0.1,8,-1,-12,-1,-4,-1,-5,3,8
CCc1nc2ccc(C(=O)Nc3ccc4c(c3)OCC(=O)N4)cn2c1N(C)Cc1nccn1C,13,1.7,0,-5,23,·,3,26,-11,-1,·
CC(CC#CCN1CCOCC1)OCCC#N (stereo not drawn),6,-2.1,20,8,17,1,10,0,-5,-9,9
N=C1SCC(=O)N1c1ccc(Cl)cc1,-6,-0.5,30,3,-26,-3,13,-62,-2,-3,3
CCOC(=O)COc1cc(N2C(=O)CSCC2=O)c(Cl)cc1Cl,16,1.7,9,2,-6,1,17,-10,·,20,0
COC(=O)c1cc(S(=O)(=O)N2CCN(C3CCCCC3)CC2)c[nH]1,-1,-1.7,4,3,-30,-2,6,7,·,-9,-4
COc1ccc(N2C(=O)N3[C@@H]4c5ccccc5OC[C@@H]4[C@@H](c4ccccc4)[C@@]3(C)C2=O)cc1,-4,-2.3,-2,-4,1,·,-11,-4,-5,-13,3
